MEKK2mut PB1 HTS: signal of MEK5 binding to mutant human MEKK2 PB1 domain; AID 1530; bead flow cytometry, Alexa488-MEK5 binding to MEKK2 mutant; 290,000 tested, 0.35% active; percent response, % at 10 µM; in the data active means percent response above about 24%, passing the limit was not always enough; further: inactives centre near 1; some results filed as inactive read as strong as hits
HCV NS3 hel inh: HCV NS3 helicase inhibition | NS3 helicase DNA unwinding, Cy5 molecular beacon fluorescence | inhibition, % at 10.9 µM | 290,000 tested, 0.56% active;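 active means inhibition above the mean of all tested compounds plus 3 SD, set per campaign, cut at about 35% in these data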;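 further: 0% = DMSO wells and 100% = thioflavine S control wells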
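Measured by: Cy5 fluorescence, 0 and 60 min reads / Assay system: NS3 helicase fragment of HCV / Control set: low DMSO, high thioflavine S at 110 µM / Times: 1 h reaction at 25 °C, ATP-initiated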
UBC9 SUMO inh: inhibitors of human SUMOylation (UBC9) | P63279 | inhibition, % at 35 µM | HTRF SUMOylation assay, SAE1/SAE2 + UBC9, in vitro | 290,000 tested, 0.36% active; in the data active means inhibition above about 50%, passing the limit was not always enough; further: strong numbers were not always called active
Target sequence (P63279 whole entry, looked up): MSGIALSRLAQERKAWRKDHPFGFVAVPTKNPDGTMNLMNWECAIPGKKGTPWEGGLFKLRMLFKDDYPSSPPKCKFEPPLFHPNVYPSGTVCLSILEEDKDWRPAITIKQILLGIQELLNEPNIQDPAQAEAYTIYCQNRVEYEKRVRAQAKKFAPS
MEKK2wt PB1 HTS: raises or lowers MEK5 binding to wildtype human MEKK2 PB1 domain; Q9Y2U5; bead flow cytometry, Alexa488-MEK5 binding to MEKK2 WT; actives lie on both sides; binding response (% of control), % at 10 µM; 290,000 tested, 1.1% active; AID 1531; in the data active means binding response below about 67% or above about 130%
DNA FID counter: fluorescent intercalator displacement, NS3 helicase counter-screen; DNA fluorescent intercalator displacement, fluorescence; inhibition, % at 7.9 µM; 290,000 tested, 0.17% active; in the data active means inhibition above about 37%;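 further: 0% = vehicle and 100% = reference compound; higher means more ethidium bromide displaced from hairpin DNA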
M18AAP inhibitor: PfM18AAP enzyme inhibition | recombinant PfM18AAP, H-Glu-NHMec fluorogenic cleavage | inhibition, % at 7.35 µM | 290,000 tested, 1.2% active;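 active means inhibition above the campaign mean inhibition over all tested compounds plus 3 SD, cut at about 28% in these data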;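 further: 0% = plate median of test compound wells and 100% = 2 mM ZnCl2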
NALP1 inh: blocks the NALP1 inflammasome reconstituted in yeast; inhibition, % at 10 µM; S. cerevisiae NALP1/ASC/caspase-1 growth, X-gal OD620, 72 h; 280,000 tested, 0.61% active; in the data active means inhibition mostly above about 24%, no sharp cut-off; inactive means mostly below about 32%; further: some compounds called inactive have numbers as strong as hits
IMP-1 inhibitor: blocks Pseudomonas aeruginosa IMP-1 metallo-beta-lactamase; purified IMP-1, nitrocefin hydrolysis, epi-absorbance fluorescence; AID 1556; inhibition, % at 5.6 µM; 290,000 tested, 0.45% active;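 active means inhibition above the mean plus 3 SD of all compounds in the same screening run, cut at about 4.5% in these data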;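 further: 0% = IMP-1 with DMSO and 100% = DMSO wells lacking enzyme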
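System – purified recombinant IMP-1 beta-lactamase · Input – IMP-1 dispensed at 0.2 nM · Timing – 15 min preincubation plus 25 min reaction at 25 °C · Signal – Epi-absorbance fluorescence, 480 nm excitation, 530 nm emission · Measure – percent IMP-1 inhibition derived from blank-referenced optical density · Controls – Enzyme-plus-DMSO low control, enzyme-free DMSO high control · Replication – singlicate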
VIM-2 inh: blocks Pseudomonas aeruginosa VIM-2 metallo-beta-lactamase; purified VIM-2, nitrocefin hydrolysis, epi-absorbance fluorescence; inhibition, % at 5.6 µM; 290,000 tested, 0.89% active; AID 1527;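 active means inhibition above the mean of all tested compounds plus 3 SD, cutoff set per screening run, cut at about 7.5% in these data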;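 further: red hydrolysis product quenches plate fluorescence so inhibitors raise well fluorescence; 0% = enzyme with DMSO and 100% = DMSO without enzyme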
The depositor's hits bear a star; . = no result given; & = joins results of further samples. Rows are unselected; overall some 4.7% were active at least once.

SMILES	MEKK2mut PB1 HTS	HCV NS3 hel inh	UBC9 SUMO inh	MEKK2wt PB1 HTS	DNA FID counter	M18AAP inhibitor	NALP1 inh	IMP-1 inhibitor	VIM-2 inh
Cc1cccc(NC(=O)c2ccc3[nH]c(=O)c(=O)[nH]c3c2)n1	6	7	10	105	-11	5	8	-3.5	0.0
CC(C)OCCCn1c(SCC(=O)Nc2ccccc2C(F)(F)F)nc2nccnc2c1=O	-3	2	.	97	-23	-2	-1	0.2	-4.9
COc1ccc(C2NCCC3(O)CCCCC23)c(OC)c1OC (stereo not drawn)	-4	1	-2	96	3	10	20	-2.0	-0.6
Cc1occc1C(=O)N1N=C(C2CC2)CC1(O)C(F)(F)F (stereo not drawn)	-4	-1	0	97	-3	6	6	-2.9	-2.3
COc1ccc(CCNC(=O)c2ccc(CS(=O)Cc3ccc(Cl)cc3)o2)cc1OC (stereo not drawn)	4	0	-4	109	-54	5	-14	-2.0	-2.3
Cc1ccc(OCc2ccc(C(=O)NN)o2)c([N+](=O)[O-])c1	1	-4	1	94	-12	-4	-17	-3.4	-3.3
O=C(NCCCN1CCOCC1)/C(=C/c1ccco1)NC(=O)c1ccccc1	0	8	-5	104	-4	6	4	-2.6	-4.0
O=C(NCCCn1ccnc1)c1cc(-c2cccnc2)nc2ccc(Br)cc12	4	0	14	107	6	-3	16	-3.5	1.2
CCOc1nc2c(c(=O)n(C)c(=O)n2C)n1Cc1ccccc1Cl	-7	-7	-20	76	16	5	6	-2.2	-1.5
COc1ccc(N2C(=O)CC(NNC(=O)c3cc(C)oc3C)C2=O)cc1 (stereo not drawn)	3	3	10	104	-10	5	-6	-3.7	-3.7
CCOc1cc2[nH]c(=S)n(CCN3CCCCC3CC)c(=O)c2cc1OCC (stereo not drawn)	-5	4	5	98	17	-20	-1	-3.4	-3.3
COCCNC(=O)c1ccccc1NC(=O)Nc1ccccc1	-7	-4	-1	79	-4	-3	13	-0.1	-1.7
CSc1nc(C)c(C(=O)Nc2ccccc2)c(C)c1C#N	5	-1	1	103	-2	6	3	-5.9	-1.6
OC(COc1ccc(OCc2ccccc2)cc1)CN1CCOCC1 (stereo not drawn)	1	-10	-1	97	-3	-4	39*	-2.6	1.5
CC(C)CCNC(=S)Nc1ccc2nc3n(c(=O)c2c1)CCCCC3	0	-15	-3	99	-18	-14	18	-3.3	-0.3
O=C(Nc1ccc(N2CCN(C(=O)c3ccccc3)CC2)c(Cl)c1)c1cccnc1	1	-7	12	101	-32	0	25	-1.7	0.4
O=C(c1ccc(CSc2nc3ccncc3[nH]2)cc1)N1CCCCC1	-3	-4	-9	98	-1	5	28	-2.8	-1.7
CCC(C)(C(=O)NC1CCCCC1)N(C(=O)c1ccccn1)c1ccc(C)cc1 (stereo not drawn)	4	-1	-2	107	-25	-8	7	-2.0	-3.2
CC(=O)N1CCN(Cc2nc3cc(NC(=O)c4ccc(Cl)cc4)ccc3n2C)CC1	1	7	8	103	-21	-2	9	-1.6	-1.8
CCc1nnc(NC(=O)CCNC(=O)c2ccco2)s1	4	-1	15	104	0	-9	10	-3.0	-1.3
Cc1nc2nc(SCC(N)=O)[nH]c2cc1Br	11	10	5	101	2	11	7	-6.2	-1.4
CCC(C)(C)c1ccc(OCCCC[n+]2ccccc2)c(C(C)(C)CC)c1	41	-52	3	185*	27	4	20	-3.0	-2.6
Clc1ccc(Cc2nc(-c3cccnc3)no2)cc1	7	4	28	105	-8	-2	17	-3.5	-2.2
CCc1nnc(NC(=O)CSc2nc3cc(OC)c(OC)cc3cc2C)s1	-12	10	-7	83	-9	-13	-6	-1.2	-0.7
O=C(CN1CCN(Cc2ccc3c(c2)OCO3)CC1)NCC(F)(F)F	0	26	-3	101	-4	-13	32	-0.8	-1.3
Cc1ccccc1/[N+]([O-])=C/c1cccs1	-10	-4	29	87	-4	-3	-12	0.0	1.6
COc1ccccc1NC1=NC(CO)(CO)CS1	6	-21	15	105	-4	-8	.	-4.8	-2.8
CN(Cc1ccccc1)C(=O)N[C@@H](Cc1ccccc1)C(=O)O	4	3	3	102	-5	1	2	-2.2	-0.8
c1ccc(CSc2ccc(-c3ccco3)nn2)cc1	0	5	7	101	-9	-4	36	-1.4	0.1
COc1cc(C(=O)N2CCN(c3ccccn3)CC2)cc(OC)c1OC	12	-6	10	110	-14	-5	16	-3.6	-3.0

Next section, overlapping the part above by three compounds.
SMILES	MEKK2mut PB1 HTS	HCV NS3 hel inh	UBC9 SUMO inh	MEKK2wt PB1 HTS	DNA FID counter	M18AAP inhibitor	NALP1 inh	IMP-1 inhibitor	VIM-2 inh
CN(Cc1ccccc1)C(=O)N[C@@H](Cc1ccccc1)C(=O)O	4	3	3	102	-5	1	2	-2.2	-0.8
c1ccc(CSc2ccc(-c3ccco3)nn2)cc1	0	5	7	101	-9	-4	36	-1.4	0.1
COc1cc(C(=O)N2CCN(c3ccccn3)CC2)cc(OC)c1OC	12	-6	10	110	-14	-5	16	-3.6	-3.0
Cc1ccc(/C=C(/C#N)C(=O)NC(C)c2ccccc2)o1 (stereo not drawn)	-1	9	-7	99	-15	-4	6	-4.4	-3.2
CC(=O)N1c2ccc(S(=O)(=O)NCCC(=O)NCc3ccc(Cl)cc3)cc2CC1C (stereo not drawn)	1	-1	7	96	-32	3	13	-1.2	-1.9
CCCc1nnc(NC(=O)CCC(=O)N2CCN(CCn3c(C)ccc3C)CC2)s1	5	-16	30	112	-14	3	25	-3.4	-2.9
COc1ccc(S(=O)(=O)N2CCN(C(=O)NCc3ccc(C)cc3)CC2)cc1	4	9	-1	97	-37	1	10	-3.0	-0.9
Cc1cccc(NC(=O)NCc2cccnc2)c1C	7	3	-3	108	-7	-5	7	-3.3	-2.5
O=S1(=O)CCC(=Nc2ccc(Cl)cc2)c2ccsc21	-2	-6	1	101	-1	-1	10	-0.7	-1.5
COc1ccc2nc(SCC(=O)Nc3ccccc3OC)[nH]c2c1	0	21	1	99	-7	-5	0	0.2	-0.2
Cc1ccc([N+](=O)[O-])cc1N=C1C(=O)Nc2ccccc21	1	3	14	105	-2	-11	16	-1.2	0.1
CC(O)c1nc2ccccc2n1Cc1ccccc1 (stereo not drawn)	10	3	18	115	-11	-5	8	-1.7	-0.7
O=C(O)c1cccc(NC(=O)c2cccc(S(=O)(=O)Nc3cccc([N+](=O)[O-])c3)c2)c1	0	25	13	102	-25	10	12	-0.8	0.1
COc1ccc(C2=Nc3nc(-c4ccccc4)cn3C(c3ccc(OC)cc3)C2)cc1 (stereo not drawn)	-1	-5	33	94	-3	3	27	-1.9	-4.6
O=C(Nc1ccncc1)C1CC1c1ccccc1 (stereo not drawn)	4	3	16	103	2	8	34	-5.5	-1.9
O=C(Nc1ccnn1C1CCN(Cc2ccccc2OC(F)F)CC1)c1cccnc1	7	4	8	112	7	2	18	-1.6	-1.4
CSc1ncc(Cl)c(C(=O)Nc2ccc(NC(C)=O)cc2)n1	1	12	4	102	-5	-11	8	-1.4	0.9
CN(C)CCCOC(=O)C1c2ccccc2Oc2ccccc21	3	6	3	105	3	-2	26	-2.7	-0.9
CCOC(=O)c1[nH]c(C)c(C(=O)Nc2ccccc2C)c1C	6	-3	16	100	-6	-16	.	-0.9	0.1
CCc1cccc(CC)c1NC(=O)CO/N=C(\N)CC(=O)NC1CCCCC1	-4	2	3	93	-12	-1	20	-3.9	-4.1
COC(=O)C(=N/Nc1ccccc1C(=O)OC)/C(C)=N/O	-5	-2	12	93	-4	-15	.	-1.4	4.7
CC(C)CNC(=O)/C=C/C(=O)O	0&-22	-3&-4	7&13	97&75	-7&2	-3&-11	24	-3.0&-0.5	-2.0&0.7
COc1cc(C(=O)OCC(=O)N(C)C)cc(NC(=O)c2ccco2)c1OC	1	-3	-12	98	-10	6	-16	-1.5	1.0
Cc1cccc(C)c1NC(=O)C(=O)NCCOc1ccc(Cl)cc1	-3	-4	-7	93	-13	4	-1	-1.7	0.6
O=Cc1c(NCc2ccco2)nc2ccccn2c1=O	3	4	7	90	8	7	18	-2.1	-5.0
Cc1ccc(-c2noc(CN3CCCCC3)n2)cc1	5	2	-1	104	-1	-1	22	-2.2	-1.8
Cc1cc(C(N)=O)nn1-c1c(Cl)cc(Cl)cc1Cl	-15	-7	-3	71	-4	-5	15	-0.6	0.5
COc1ccc(C2CC(c3c(-c4ccccc4)c4cc(Cl)ccc4[nH]c3=O)=NN2C(=O)CCC(=O)O)cc1 (stereo not drawn)	-10	16	36	86	-27	3	0	-4.5	-4.2
COc1cc(C(c2sc3nc(C)nn3c2O)N2CCC3(CC2)OCCO3)cc(OC)c1OC (stereo not drawn)	5	3	-3	105	-21	6	3	-1.3	-0.6
O=C(CCN1CCN(S(=O)(=O)c2ccc(Cl)cc2)CC1)Nc1ccccc1F	1	-5	-2	99	-7	-1	4	-1.2	-1.5
COC(=O)c1ccc(C2C(C(C)=O)=C(O)C(=O)N2CCO)cc1 (stereo not drawn)	5	3	-7	105	4	1	-2	-2.0	-1.0
CCOC(=O)Cc1csc(NC(=O)CC)n1	-3	3	5	96	-2	-5	8	0.0	-2.4
Cc1ccc(N2CCN(C(=O)c3ccccc3F)CC2)c(C)c1	0	2	-6	99	-24	8	32	-3.9	-2.0

Molecules shown so far that contain two or more sulfur atoms (2):
SMILES	MEKK2mut PB1 HTS	HCV NS3 hel inh	UBC9 SUMO inh	MEKK2wt PB1 HTS	DNA FID counter	M18AAP inhibitor	NALP1 inh	IMP-1 inhibitor	VIM-2 inh
CCc1nnc(NC(=O)CSc2nc3cc(OC)c(OC)cc3cc2C)s1	-12	10	-7	83	-9	-13	-6	-1.2	-0.7
O=S1(=O)CCC(=Nc2ccc(Cl)cc2)c2ccsc21	-2	-6	1	101	-1	-1	10	-0.7	-1.5

The results go on.
SMILES	MEKK2mut PB1 HTS	HCV NS3 hel inh	UBC9 SUMO inh	MEKK2wt PB1 HTS	DNA FID counter	M18AAP inhibitor	NALP1 inh	IMP-1 inhibitor	VIM-2 inh
CCc1c(C(=O)NCc2ccc3c(c2)OCO3)[nH]c(C)c1C(C)=O	-6	22	-10	97	-11	-5	3	-4.7	-3.3
O=C(Nc1ccc(O)cc1C(=O)O)c1cccs1	-12	16	9	91	15	-6	24	-1.3	4.2
COc1ccc(Cc2noc(CN3CCC(c4ccncc4)CC3)n2)cc1OC	0	-38	11	97	-18	1	3	-2.7	-1.6
Cc1cccc(Cn2cnc3c(sc4nc(C)cc(C)c43)c2=O)c1	-7	-11	-3	92	-26	2	-13	-2.8	5.0
COc1cccc(C(=O)NCCC2=CCCCC2)c1	3	-1	12	105	-11	7	-5	-2.5	-3.6
COc1cc(/C=C2/C(=O)ON=C2C)ccc1OCc1cccc(F)c1	-5	10	6	95	-1	-11	-1	-2.4	-1.1
CC(=O)Oc1ccc(N2C(=O)C3C4C=CC(CC4)C3C2=O)cc1[N+](=O)[O-] (stereo not drawn)	-2	-5	16	102	4	-2	8	-4.3	1.4
Cc1ccc(C(=O)NCc2ccc(F)cc2)cc1NC1=NC2CS(=O)(=O)CC2S1 (stereo not drawn)	-2	8	0	98	-7	-1	18	1.0	0.0
CCN(CC)CCNC(=O)C1(O)c2cc(Br)ccc2NC(=O)N1c1c(F)cccc1F (stereo not drawn)	6	3	9	105	-5	-7	8	-3.3	-2.0
